# Screening data as filed in PubChem BioAssay.
# VIM-2 inhibitor: VIM-2 metallo-beta-lactamase inhibitors, primary screen, biochemical, epi-absorbance readout, Pseudomonas aeruginosa enzyme; inhibition, % at 5.6 µM; purified VIM-2, nitrocefin hydrolysis, epi-absorbance fluorescence; hit rate 0.89% among 290,000;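 active means inhibition above the mean of all tested compounds plus 3 SD, cutoff set per screening run, cut at about 7.5% in these data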;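 further: red hydrolysis product quenches plate fluorescence so inhibitors raise well fluorescence; 0% = enzyme with DMSO and 100% = DMSO without enzyme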
# IDE inh: human IDE inhibitors in live cells, primary screen, fluorescence polarization, HEK cells, FAbetaB substrate; Insulin-degrading enzyme (Homo sapiens), P14735; FAbetaB cleavage; inhibition, % at 5.59 µM; hit rate 0.41% among 320,000; AID 434962, 2010;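 active means percent inhibition above the average of all tested compounds plus 3 SD, set per screening campaign, cut at about 16% in these data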;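 further: IDE supplied by intact live HEK cells; FP after avidin binding of uncleaved biotin substrate so inhibition keeps polarization high; 0% = DMSO wells and 100% = 60 µM reference IDE inhibitor Ii1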
# SUMO HTRF inh: inhibitors of in vitro SUMOylation cascade, primary screen, biochemical, HTRF, uHTS | AID 2006, 2009 | SUMO-conjugating enzyme UBC9 (Homo sapiens), P63279 | HTRF SUMOylation assay, SAE1/SAE2 + UBC9 | inhibition, % at 35 µM | hit rate 0.36% among 290,000; in the data active means inhibition above about 50%, passing the limit was not always enough; further: strong numbers were not always called active
# Target sequence (P63279 whole entry, looked up): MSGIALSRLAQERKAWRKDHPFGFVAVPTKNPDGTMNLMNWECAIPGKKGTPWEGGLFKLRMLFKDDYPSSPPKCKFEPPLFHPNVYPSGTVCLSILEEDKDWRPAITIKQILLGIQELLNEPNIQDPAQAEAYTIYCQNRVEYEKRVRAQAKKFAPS
# CRFR2-BP antag: antagonists of CRF-BP/CRF-R2 complex, primary screen, cell-based, HEK293, calcium dye fluorescence, uHTS; CRF-induced calcium fluorescence; inhibition, % at 11.8 µM; hit rate 0.59% among 350,000;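 active means inhibition of the ligand-induced calcium signal above about 50% at the single tested concentration, limit read from the data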
# IDE cell activ: human IDE activators in live cells, primary screen, fluorescence polarization, HEK cells, FAbeta-B substrate | Insulin-degrading enzyme (Homo sapiens), P14735 | FAbeta-B cleavage; 0% vehicle, 100% cell-free pure enzyme wells | activation, % at 5.96 µM | hit rate 0.073% among 340,000 | AID 493087, 2011;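 active means activation above the mean of all tested compounds plus 3 SD, set per screening campaign, cut at about 17% in these data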
# IMP-1 inh: IMP-1 metallo-beta-lactamase inhibitors, primary screen, biochemical, epi-absorbance readout, Pseudomonas aeruginosa enzyme; purified IMP-1, nitrocefin hydrolysis, epi-absorbance fluorescence; inhibition, % at 5.6 µM; hit rate 0.45% among 290,000; AID 1556, 2009;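 active means inhibition above the mean plus 3 SD of all compounds in the same screening run, cut at about 4.5% in these data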;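 further: 0% = IMP-1 with DMSO and 100% = DMSO wells lacking enzyme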
#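 System – purified recombinant IMP-1 beta-lactamase · Input – IMP-1 dispensed at 0.2 nM · Timing – 15 min preincubation plus 25 min reaction at 25 °C · Signal – Epi-absorbance fluorescence, 480 nm excitation, 530 nm emission · Measure – percent IMP-1 inhibition derived from blank-referenced optical density · Controls – Enzyme-plus-DMSO low control, enzyme-free DMSO high control · Replication – singlicate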
# pCIP destab: p/CIP-EGFP fusion destabilizers, primary screen, fluorescence, F442A cells. Q05BA5. 16 h. decrease of EGFP signal, % at 10 µM. hit rate 0.01% among 290,000;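 active means EGFP signal decrease of at least 30% at 10 µM or well 3 SD below plate mean, unless failing retest; inactive means the rest, including hits failing retest or dose response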; further: some compounds called inactive have numbers as strong as hits; many of its hits are not listed in these tables
# GalR3 antagonist: GalR3 antagonists in HEK293 cells, primary screen, cell-based, fluorescence readout | Galanin receptor type 3 (Homo sapiens), O60755 | HEK293 GalR3-CNG cAMP membrane potential fluorescence; galR3 body fused to GalR1 C-terminus | inhibition, % at 3 µM | hit rate 0.44% among 360,000;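 active means inhibition above the screen-wide average plus 3 SD, cut at about 13% in these data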;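 further: forskolin and galanin both at EC90 stimulate the cells; cAMP rise reported by CNG channel membrane potential dye signal; 0% = forskolin plus galanin with DMSO and 100% = forskolin alone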
# Target sequence (O60755 1-299 limits assumed): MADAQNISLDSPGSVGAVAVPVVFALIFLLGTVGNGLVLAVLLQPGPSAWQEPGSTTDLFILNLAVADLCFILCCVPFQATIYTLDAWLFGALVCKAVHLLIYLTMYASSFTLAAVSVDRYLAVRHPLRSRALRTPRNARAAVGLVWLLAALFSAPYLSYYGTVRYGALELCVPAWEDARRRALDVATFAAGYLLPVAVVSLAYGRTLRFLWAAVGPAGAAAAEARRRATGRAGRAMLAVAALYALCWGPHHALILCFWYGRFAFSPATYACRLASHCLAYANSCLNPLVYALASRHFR
# HCV NS3 hel inh: inhibitors of HCV NS3 helicase, primary screen, biochemical, Cy5 molecular beacon fluorescence | Hepatitis C virus NS3 helicase | NS3 helicase DNA unwinding | inhibition, % at 10.9 µM | hit rate 0.56% among 290,000 | AID 1800, 2009;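 active means inhibition above the mean of all tested compounds plus 3 SD, set per campaign, cut at about 35% in these data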;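 further: 0% = DMSO wells and 100% = thioflavine S control wells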
#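 assay system = NS3 helicase fragment of HCV | buffer or medium = MOPS pH 6.5, MgCl2, DTT, Tween20, BSA | timing = 60 min unwinding reaction at 25 °C after ATP addition | signal = Cy5 beacon fluorescence read at start and 1 h | read-out basis = % inhibition of unwinding | control set = low DMSO, high thioflavine S at 110 µM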
# * = called active by the depositor; . = not tested or not shown.
Structure	VIM-2 inhibitor	IDE inh	SUMO HTRF inh	CRFR2-BP antag	IDE cell activ	IMP-1 inh	pCIP destab	GalR3 antagonist	HCV NS3 hel inh
COc1ccccc1NC(=O)c1ccc(NC(=O)CN(C)Cc2ccccc2F)cc1	-0.3	-1	2	4	4	-3.8	-16	4	-7
C=CCN(c1ccccc1)S(=O)(=O)c1cccc(C(=O)N2CCN(c3ncccn3)CC2)c1	.	5	.	25	-4	.	.	6	.
O=C(Nc1ccc2nc3n(c(=O)c2c1)CCCCC3)c1cc([N+](=O)[O-])ccc1F	0.4	2	0	1	1	-0.2	7	-3	1
O=C(Nc1ccccc1C(=O)O)c1cccc(F)c1	-2.1	6	.	4	-4	-1.6	.	-1	7
Cc1ccc(C(C)(C)C)cc1S(=O)(=O)Nc1cccc(S(=O)(=O)NC2=NCCC2)c1	-1.0	-4	-13	3	4	-3.1	4	-4	-9
O=C(COC(=O)c1ccccn1)Nc1ccccc1OC(F)F	-2.4	-2	15	2	1	-1.4	9	-5	-3
CC(Oc1ccccc1)c1ccnc(N)n1 (stereo unspecified)	-1.6	-4	0	-2	3	-1.6	5	0	12
CCc1ccccc1N(CC(=O)N1CCN(c2ccc(F)cc2)CC1)S(C)(=O)=O	2.6	1	-8	-4	0	-3.3	-14	-7	-15
Cc1nn(-c2cccc(C(F)(F)F)c2)c(Cl)c1/C=N/n1cnnc1	-2.6	1	27	-5	-1	-2.4	0	3	-1
O=C(Nc1ccccc1Cl)C1CC(=O)N(c2ccccc2)C1 (stereo unspecified)	-1.7	2	-10	-3	.	-2.3	-8	-4	20
Cn1c(=O)[nH]c(=O)c2c1nc(SCC(=O)O)n2CCc1ccccc1	0.3	1	11	-7	2	-4.8	-21	-3	-13
CCc1ccc(NC(=O)C2CCC(CNC(=O)[C@@H]3Cc4ccccc4CN3)CC2)cc1 (stereo partly specified)	-1.7	3	9	-6	6	-3.6	-2	-9	-25
Cc1ccccc1Cn1cc(S(=O)(=O)CC(=O)Nc2nccs2)c2ccccc21	-2.1	3	12	-22	4	-2.6	3	-8	-16
CCCN(C(=O)Cc1coc2cc(C)c(C)cc12)c1c(N)n(Cc2ccccc2)c(=O)[nH]c1=O	.	3	.	-11	-1	.	.	5	.
CC(C(=O)NCc1ccc(F)cc1)n1ccc2cc(S(=O)(=O)N3CCCC3)ccc21 (stereo unspecified)	-3.9	2	-3	-22	7	-2.7	0	-8	-6
CC1CCc2sc(-c3n[nH]c(=S)o3)cc2C1 (stereo unspecified)	-4.4	6	16	1	-1	-4.1	11	0	27
Cc1cc(CN(C)Cc2ccc(OCC(O)CN(C)Cc3ccccc3)cc2)on1 (stereo unspecified)	1.6	-3	1	-5	4	0.4	-4	2	-20
CCN1C(=O)[C@H]2[C@@H](c3ccc(-c4ccc(C(C)=O)cc4)cc3)N3CCCC[C@@]3(C(=O)OC)[C@H]2C1=O	.	-2	.	-13	-2	.	.	-5	.
O=C(NCC(=O)N(c1ccccc1)C(C(=O)NC1CCCCC1)c1cccnc1)c1ccco1 (stereo unspecified)	-2.5	-2	10	1	-1	-1.7	-9	-9	3
CCC1CCCCN1C(=O)c1ccc2c(c1)C(=O)N(c1ccc(C)cc1)C2=O (stereo unspecified)	1.6	3	-19	-3	-2	0.9	4	-9	17
O=C1CN(C(=O)COC(=O)CCC(=O)c2ccc3c(c2)OCCO3)c2ccccc2N1	-0.6	-1	10	10	4	-1.6	-6	0	-2
O=C(Nc1ccc(N2CCOCC2)c(Cl)c1)c1ccc(F)cc1	-0.7	4	12	-31	1	-1.8	-6	0	-4
C/C(=N\NC(=O)Cn1cc([N+](=O)[O-])cn1)c1ccco1	-5.9	0	10	17	-4	-3.6	1	5	-3
O=C(O)C1C2C=CC(C2)C1C(=O)NCc1ccc(Cl)c(Cl)c1 (stereo unspecified)	-3.5	0	5	-13	-1	-2.2	4	-4	-48
Cc1nn(CC(=O)NCc2ccc(OC(C)C)cc2)c(=O)c2cc3occc3n12	-2.2	1	10	.	.	-1.5	4	-2	-1
O=C(O)CCSc1nc2ccccc2n1-c1ccccc1	-0.6	-4	10	-8	-3	-1.8	-12	-11	-1
COc1ccc(C(=O)C2CCCN(Cc3cnc(N4CCOCC4)s3)C2)c(OC)c1 (stereo unspecified)	3.3	5	16	-12	4	-0.2	-2	-1	-5
COc1cccc(NC(=O)CN(C)C(=O)CNC(=O)c2ccccc2F)c1	-2.2	2	17	20	0	-1.5	-8	-8	-3
CC1CN(C2=N/C(=C/c3ccc4c(c3)OCO4)C(=O)N2)CC(C)O1 (stereo unspecified)	-3.0	-2	8	-9	3	-2.1	14	-5	-7
O=C(N/C(=C\c1cccc(Br)c1)C(=O)N1CCOCC1)c1ccco1	-0.9	1	15	8	5	-0.9	-4	-6	-5
CC(C)(C)Cc1nnc(NC(=O)CCc2ccccc2)s1	-1.7	1	14	-33	2	-0.6	-8	-5	-9
CC(C)(C)c1ccc(C(=O)c2c[nH]c(C(=O)NCc3ccco3)c2)cc1	-1.6	6	-10	-4	11	-2.8	4	-3	-5
CC1CC(=S)Nc2ccccc2N1Cc1ccccc1 (stereo unspecified)	-7.4	4	2	-31	3	-3.1	-8	-5	13
COc1ccc(/C=N/NC(=O)Cn2cnc3c2c(=O)n(C)c(=O)n3C)cc1	-3.5	6	14	6	0	-3.2	0	-5	6
C/C(CC(=O)NCc1ccccc1)=N\NC(N)=S	-2.7	6	1	-3	7	-1.9	7	-5	-19
COc1c(C)cc(C(=O)C2CCCN(S(=O)(=O)N(C)C)C2)cc1C (stereo unspecified)	0.1	0	-1	-6	2	-2.2	6	-2	11
COc1ccc(CC(=O)NCc2n[nH]c(=S)n2-c2ccc(Br)cc2)cc1	-4.3	6	8	-7	4	-5.1	-1	-5	-2
CC(C)Cc1ccc(S(=O)(=O)N2CCN(c3ccccn3)CC2)cc1	0.0	-1	2	16	0	-1.5	-3	0	8
COc1ccccc1Cn1c(SCC(N)=O)nc2c(oc3ccccc32)c1=O	-6.0	.	30	-4	3	-3.2	-19	-6	-1
COC(=O)c1ccc(NC(=S)NC2CC3CCC2C3)cc1 (stereo unspecified)	-3.1	-2	4	-40	6	-2.2	-14	-2	-2
C1=C(c2ccccc2)CCN(c2nc3ccccc3n3cnnc23)C1	0.1	-2	8	-14	2	-2.5	2	0	-11
Cc1cc(C)c(NC(=O)C2CC(=O)N(C3CCCC3)C2)c(C)c1 (stereo unspecified)	.	-2	.	4	5	.	.	-4	.
Cc1ccc(NC(=S)NCc2cccs2)c(C)c1	-2.2	4	-13	10	0	-3.1	-6	-6	0
CC(CNCC1CCCO1)COc1ccccc1 (stereo unspecified)	-1.6	2	12	19	6	1.8	-8	-3	-7
COc1cc(C(=O)OCC(=O)Nc2c(F)cccc2F)cc(OC)c1C	-0.9	-2	26	13	-2	-0.9	4	-4	-2
NNC(=O)c1ccc([N+](=O)[O-])c(CS(=O)(=O)c2ccc(Cl)cc2)c1	-2.5	-5	2	8	-4	-2.2	-6	0	-1
O=S(=O)(NC1CCSc2ccccc21)c1ccccc1 (stereo unspecified)	-3.0	3	-2	5	1	-0.7	11	-8	-12
CCOc1ccc(S(=O)(=O)Nc2cnc3ccccc3c2)cc1	-4.1	-2	7	12	2	-4.1	-22	-9	-8
C=C[C@@H]1c2ccccc2N(S(=O)(=O)c2ccc(C)cc2)[C@H](c2ccc(C(F)(F)F)cc2)C1(C#N)C#N	.	-4	.	-1	-3	.	.	-3	.
CCCCOc1ccc(-c2[nH]ncc2C=O)cc1	-1.1	-1	14	-2	3	1.2	2	-4	-1
Cc1cc(NS(=O)(=O)c2ccc(NS(=O)(=O)c3ccc(CC(C)C)cc3)cc2)nc(C)n1	-2.9	5	13	-30	-2	-1.2	0	-7	4
CCCCc1ccc(NC(=O)CSc2nc(=O)n(CCCN3CCOCC3)c3c2CCC3)cc1	.	-3	.	-7	6	.	.	-2	.
N/C(=N/OC(=O)c1cccc([N+](=O)[O-])c1)c1cccc([N+](=O)[O-])c1	-3.8	-7	-12	-7	-1	-3.5	-4	5	-3
CCOC(=O)c1nnn(-c2ccccc2C#N)c1C	-4.4	7	10	5	-1	-3.1	-4	-3	5
CC(C)[C@H](NC(=O)OCc1ccccc1)C(=O)NCc1ccccc1	0.2	-5	20	-2	4	-5.5	-10	5	10
CC(C)(C)NNC(=S)Nc1cccc(F)c1	-1.7	-7	13	16	2	-2.1	-24	-3	2
Cc1ccc(S(=O)(=O)c2cnc(-c3ccccc3)nc2Oc2ccccc2)cc1	-1.0	.	29	.	.	-3.2	-26	.	-10
COc1ccc2c(c1)C(c1ccc(C)o1)=NNC(c1ccccc1)=N2	-3.7	1	12	-9	0	-2.0	1	-6	-3
CCOC(=O)C1CCN(C(=O)C2CCC(=O)N(Cc3cccc(C(F)(F)F)c3)C2)CC1 (stereo unspecified)	-0.2	-1	-3	5	1	-4.9	-2	-3	0
Cc1ccccc1Cn1c(CN2CCN(c3ccc(F)cc3)CC2)nc2c1c(=O)n(C)c(=O)n2C	-1.5	5	-10	.	.	-2.6	-5	.	-5

# Following part.
Structure	VIM-2 inhibitor	IDE inh	SUMO HTRF inh	CRFR2-BP antag	IDE cell activ	IMP-1 inh	pCIP destab	GalR3 antagonist	HCV NS3 hel inh
O=C1CCC(=O)N1OCCCOc1ccc2c(c1)CCC2	1.1	6	-11	-3	-1	-3.6	-13	-5	-7
CCN1CCN(S(=O)(=O)c2ccc(C(C)(C)C)cc2)CC1	-2.1	2	-7	-6	6	-3.2	1	-10	4
COc1cccc(C(=O)OCC(=O)N2CCC(Cc3ccccc3)CC2)c1OC	.	1	.	8	-4	.	.	-7	.
O=C(Nc1nc2ccccc2[nH]1)c1ccc(F)c(S(=O)(=O)N2CCOCC2)c1	-5.7	5	12	-2	-1	-5.9	6	-5	-9
COc1ccccc1NC(=S)NCCc1ccccc1	-3.1	0	-6	-4	1	-2.9	-13	-4	-11
NNC(=S)Nc1cccc(-c2n[nH]c(=S)o2)c1	15*	7	14	0	3	-2.3	-1	4	37*
